# MITF TRPM1 inh: reduces MITF-dependent TRPM1 promoter luciferase signal. SK-MEL-5 TRPM1 promoter luciferase, 24 h. inhibition, % at 12.5 µM. 330,000 compounds, 0.83% hits. AID 488899;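 active means mean inhibition across replicates of 60% or more, whatever share of single replicates reaches that level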; further: values of inactives mirror those of a sister screen read the other way
# NR2E3 ag-1: human photoreceptor-specific nuclear receptor agonism | AID 602229 | 360,000 compounds, 0.35% hits | CHO-S Gal4-NCOR/VP16-NR2E3 two-hybrid, luciferase | inhibition of corepressor binding, % at 3.98 µM;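 active means inhibition above the mean of all tested compounds plus 3 SD, cut at about 70% in these data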;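 further: 0% = DMSO with NR2E3 transfected cells and 100% = cells lacking NR2E3 construct; higher means lower luciferase signal from less NR2E3 corepressor binding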
# Target sequence (Q9Y5X4 whole entry, looked up, the tested form may be a part): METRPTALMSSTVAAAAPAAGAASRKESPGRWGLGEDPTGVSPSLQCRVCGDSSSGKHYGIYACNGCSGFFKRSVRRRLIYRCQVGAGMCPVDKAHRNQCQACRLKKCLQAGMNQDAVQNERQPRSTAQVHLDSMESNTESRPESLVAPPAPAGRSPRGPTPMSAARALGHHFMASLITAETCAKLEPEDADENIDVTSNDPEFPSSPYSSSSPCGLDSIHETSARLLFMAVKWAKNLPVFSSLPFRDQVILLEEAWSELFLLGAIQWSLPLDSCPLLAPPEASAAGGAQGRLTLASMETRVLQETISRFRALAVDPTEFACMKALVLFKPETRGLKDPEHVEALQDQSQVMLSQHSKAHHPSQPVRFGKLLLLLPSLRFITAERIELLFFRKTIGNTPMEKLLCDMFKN
# CaV13 ICDI inh: Primary screen for inhibitors of IQ motif and Ca2+-dependent inactivation inhibitor domain binding in CACNA1D, Förster resonance energy transfer in living cells, …; 340,000 compounds, 0.098% hits; AID 743397; HEK cells, CFP/YFP FRET ICDI-IQ, plate reader, 10 min; percent FRET-ratio fall versus neutral wells; inhibition, % at 12.3 µM;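 active means mean replicate inhibition of at least 30% and at least 1% of replicates passing that level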;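 further: 0% = median of the neutral control wells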
# Shn3 3UTR inh: Schnurri-3 reporter inhibition in Clone20 osteoblasts; AID 588674; 360,000 compounds, 0.52% hits; Clone20 osteoblast Shn3 3'UTR firefly luciferase, 24 h; inhibition, % at 12.5 µM;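 active means mean inhibition of at least 75% with every replicate also reaching 75%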;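 further: 0% = median of neutral control wells and 100% = pilot-screen positive control compound; some compounds past the cut are filed as inactive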
# Peg3 prom inh: inhibitors of Peg3 promoter; inhibition, % at 20 µM; 360,000 compounds, 1.7% hits; HeLa PEG-Prom luciferase reporter, luminescence, overnight;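 active means inhibition of at least 50% at 20 µM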
# HIF-2a inh: blocks HIF-2a reporter activity; 786-0 RCC cells HIF-2a reporter, luciferase luminescence, overnight; inhibition, % at 18.8 µM; 360,000 compounds, 0.72% hits;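 active means inhibition of the luminescence signal of 40% or more relative to plate controls, in a single-dose primary screen at 18.75 µM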
# hiPSC survival: hiPSC single-cell survival enhancement; ATPlite luminescence; 100% = ROCK inhibitor wells, 0% = DMSO; survival enhancement, % at 20 µM; 360,000 compounds, 0.044% hits; in the data active means survival enhancement above about 18%;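 further: cells exposed to compounds for 16 hours before the ATP read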
# Cardio protect: myocardial damage modulation in H9c2 cells; H9c2 cardiomyocytes, H2O2 injury protection, ATPLite, 2 h; protection from H2O2 cell death, % at 20 µM; 360,000 compounds, 0.63% hits; AID 588492;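 active means compounds giving at least 50% protection of heart cells from peroxide-induced death in the single-dose screen, raw or plate-pattern-corrected value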;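 further: 0% = DMSO wells with peroxide and 100% = DMSO wells without peroxide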
# PDI inh: PDI (human) enzyme inhibition. 350,000 compounds, 0.052% hits. inhibition, % at 10 µM. PDI insulin aggregation turbidity, A650, 90 min. P07237. AID 588391;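 active means mean inhibition across replicates of 30% or more, whatever share of single replicates reach that level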;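 further: absorbance from insulin aggregation driven by PDI reduction with DTT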
# NR2E3 ag-2: agonists of human nuclear receptor NR2E3 | Q9Y5X4 | GST-NR2E3/biotin-RetCOR TR-FRET, 1536-well | inhibition of corepressor binding, % at 4.78 µM | 320,000 compounds, 0.12% hits | AID 2300;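 active means percent inhibition above the cutoff of mean plus 3 SD of all tested compounds, set per screening campaign, cut at about 20% in these data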;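 further: 0% = DMSO wells and 100% = biotin wells as full block of FRET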
#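 Test system – NR2E3–RetCOR corepressor complex · Quantity – NR2E3 fusion 1.35 nM · Buffer or medium – Tris pH 7.5 · Incubation – Compound–protein incubation for 5 h at 4 °C · Technique – TR-FRET, Eu(K)-anti-GST donor, streptavidin-D2 acceptor, ex 340, em 617/671 nm · Evaluation – percent inhibition of 671/617 nm emission ratio versus biotin and DMSO controls · Plate – 1536-well format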
# m5-HT2A agonist: agonists of mouse serotonin 5-HT2A receptor (HTR2A). P35363. CHO-K1 mHTR2A beta-arrestin complementation, luminescence; percent of 30 µM serotonin response. activation, % at 7.6 µM. 360,000 compounds, 0.66% hits;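 active means activation above a run cutoff, the mean activation of all tested compounds plus 3 SD, cut at about 14% in these data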;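 further: 0% = plate median of compound wells and 100% = 30 µM serotonin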
# Target sequence (P35363 whole entry, looked up): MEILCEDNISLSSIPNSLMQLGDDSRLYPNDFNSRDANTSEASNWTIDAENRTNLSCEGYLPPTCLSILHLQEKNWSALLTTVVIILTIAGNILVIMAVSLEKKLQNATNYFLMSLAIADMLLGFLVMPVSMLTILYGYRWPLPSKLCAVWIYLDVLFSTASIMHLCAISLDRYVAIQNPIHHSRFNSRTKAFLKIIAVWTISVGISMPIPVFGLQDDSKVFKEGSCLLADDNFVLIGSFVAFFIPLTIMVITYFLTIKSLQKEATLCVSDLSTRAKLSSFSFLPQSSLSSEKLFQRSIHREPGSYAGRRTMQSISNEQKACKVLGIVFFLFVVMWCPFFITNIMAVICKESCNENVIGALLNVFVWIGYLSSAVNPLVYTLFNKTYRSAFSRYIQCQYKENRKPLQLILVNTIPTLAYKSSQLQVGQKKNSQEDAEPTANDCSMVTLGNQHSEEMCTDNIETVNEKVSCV
# The depositor's hits bear a star; · = no result given.
SMILES,MITF TRPM1 inh,NR2E3 ag-1,CaV13 ICDI inh,Shn3 3UTR inh,Peg3 prom inh,HIF-2a inh,hiPSC survival,Cardio protect,PDI inh,NR2E3 ag-2,m5-HT2A agonist
COC(=O)C1CSc2[nH]c(=O)sc2C1c1ccc(OC)c(OC)c1 (stereo not given),-2.5,4.5,-5.2,-19.8,8.7,8.9,-3.5,4.0,-2.3,3.1,5.0
Cc1ccc(NC(=O)COC(=O)C2CCN(c3ccc(C(F)(F)F)cn3)CC2)cc1C,-5.7,-9.5,-6.2,-4.9,-3.2,2.1,-0.3,-2.0,4.2,4.7,-0.9
NC(=O)C1CCN(C(c2ccccc2)c2nnnn2C2CCCC2)CC1 (stereo not given),11.6,9.1,-7.6,9.2,3.2,0.7,-0.9,11.6,-4.5,1.2,3.8
O=S(=O)([N-]c1nc2ccccc2nc1-[n+]1ccc(-c2ccncc2)cc1)c1ccccc1,-29.5,-80.0,-4.7,-65.0,-186.0,-156.6,-0.1,1.6,5.6,0.5,-1.5
O=c1c(Cl)c(NCc2ccc(F)cc2)cnn1C12CC3CC(CC(C3)C1)C2,4.9,5.8,-4.2,17.9,4.1,26.3,-1.9,-5.1,-2.6,-2.0,-1.7
Fc1ccc(CNc2ccn3nc(-c4ccccc4)cc3n2)cc1,·,-97.6,-4.5,-84.2,-354.5,-301.3,-2.3,-13.8,1.7,·,-4.9
CN(C)CCN=Cc1c(O)n(-c2ccc(S(=O)(=O)N3CCOCC3)cc2)c(=O)c2ccccc12,2.0,20.9,-3.0,-11.5,-3.1,-3.1,1.5,3.0,-4.1,·,-0.9
CCOc1ccc2nc(NC(=O)c3cccc(N4C(=O)CCC4=O)c3)sc2c1,·,-45.3,-13.8,-6.0,-35.7,-78.8,-2.3,0.7,3.0,·,4.7
COc1ccc(CNCc2cc(C)c(OC)cc2C)c(OC)c1,4.7,-29.6,-19.8,16.6,3.6,30.2,-0.6,-3.9,2.0,0.8,-4.5
Cc1ccc(S(=O)(=O)CC(=O)Nc2ccc(S(=O)(=O)Nc3onc(C)c3C)cc2)cc1,-2.0,-0.8,·,18.0,22.1,12.8,4.1,-0.8,1.2,1.8,-0.8
CC(C)[C@H]1CN(C)CCN1Cc1cn(C)nc1-c1cccc(Cl)c1,-1.9,-12.9,-2.4,-5.4,-2.8,12.5,-0.1,3.6,-4.8,2.3,-7.1
CC(C)/C=C1\CCCCC1N(C)C(=O)NC(C)C (stereo not given),-6.3,-1.8,-5.4,6.2,2.3,4.0,11.3,8.3,4.8,-1.5,28.1*
Cn1nnc2cc(C(=O)Nc3cccnc3)ccc21,-34.2,-23.9,-4.0,-17.7,-10.9,-5.2,0.0,1.8,-4.3,1.4,-4.1
O=C(COc1cccnc1[N+](=O)[O-])N1CCc2ccccc21,-7.6,2.0,-6.8,-12.8,-71.6,-35.3,-2.3,1.0,-7.7,2.3,4.8
O=C1c2ccccc2-n2c1nc1ccccc1c2=O,·,46.3,·,22.4,-115.5,-160.2,-1.7,-15.5,·,3.1,-0.2
Cc1nnc(SCC(=O)NNC(=O)c2ccccc2)n1N,-2.3,-9.6,-2.6,-6.5,0.5,9.8,0.0,-0.7,-5.9,3.1,8.7
COc1cc2c(cc1OC)C(C1C(=O)CC(C)CC1=O)N(C(=O)CCl)CC2 (stereo not given),-4.0,-16.5,-15.2,-32.8,-1.6,12.1,0.1,-9.7,8.5,1.1,-3.2
CC1CCCCC1NC(=O)C1CCC(CNS(=O)(=O)c2ccccc2)CC1 (stereo not given),5.3,6.2,-20.0,-19.5,22.8,6.0,-0.4,13.3,9.6,4.9,5.1
CCOC(=O)N1CCC(NC(=O)c2cccc3c2C(=O)N(CCOC)C3)CC1,·,-43.0,-2.9,-8.4,7.0,1.2,3.5,3.3,·,0.1,0.6
Cc1cc(C)c2c(N)c(C(=O)Nc3ccc(F)cc3)sc2n1,-51.0,-184.7,-2.9,-46.4,-321.0,-149.9,0.0,-7.9,3.6,3.9,-6.3
CCc1ccc(C(=O)CCC(=O)Nc2cccc(S(=O)(=O)N3CCCCC3)c2)cc1,8.4,-25.1,-4.9,30.1,9.6,10.2,-0.4,-6.9,-2.8,·,-5.6
CCN(CC)C(=O)C1CC(=O)N(c2ccc(OC)cc2)C1c1ccc(OC)cc1 (stereo not given),2.4,0.8,-4.5,7.1,6.2,11.3,8.4,13.6,-5.0,-2.1,2.4
COc1ccc(N(C)S(=O)(=O)c2ccc3c(c2)NC(=O)CC(=O)N3)c(OC)c1,10.9,15.5,-1.9,-31.9,8.3,9.6,0.4,3.2,-8.2,0.6,3.6
Cc1c(NC(=O)c2cccc(NC(=O)c3ccco3)c2)cccc1C(=O)O,2.3,9.2,·,-0.4,-1.6,2.6,-0.5,7.7,10.8,4.6,-1.2
CCNC(=O)C1CCCN(C(=O)c2cnc3ccccc3n2)CC1 (stereo not given),·,-17.4,-10.2,-5.2,-2.0,8.1,0.5,1.9,-10.1,·,-0.2
# Next section.
SMILES,MITF TRPM1 inh,NR2E3 ag-1,CaV13 ICDI inh,Shn3 3UTR inh,Peg3 prom inh,HIF-2a inh,hiPSC survival,Cardio protect,PDI inh,NR2E3 ag-2,m5-HT2A agonist
Cc1cc(C)nc(Sc2ccc3nnnn3n2)n1,6.2,-9.4,-9.4,-5.3,-14.2,-45.2,4.4,5.6,-0.8,0.7,-3.5
CC1(C)CC(=O)C(C(=O)c2ccccc2)C(=O)C1Cl (stereo not given),-3.2,5.1,-19.4,-13.0,6.5,21.6,0.0,4.1,0.1,-1.7,-0.7
CCOC(=O)N1CCN(C(=O)c2cc3cc(Cl)ccc3[nH]2)CC1,8.2,4.9,-4.9,4.6,2.2,-7.1,0.2,-2.1,-3.0,·,-6.4
O=c1nc(NCc2ccco2)sc2ncccc12,14.7,-9.8,·,-0.1,-11.5,-33.4,0.3,3.9,1.1,4.1,1.1
O=C(CSc1nnc(Cc2cc(=O)[nH]c(=O)[nH]2)n1-c1ccc(Cl)cc1)NCC1CCCO1 (stereo not given),4.9,7.0,-3.7,10.1,4.9,6.9,-2.7,-4.1,1.0,-2.4,9.4
Nc1nnc(SCC(=O)Nc2ccccc2N2CCOCC2)s1,15.5,-23.7,-5.2,2.6,1.8,9.5,-3.3,0.4,-1.3,-1.4,-1.4
COc1ccc(Oc2ccc(/C=N/NC(=O)c3cccnc3)cc2[N+](=O)[O-])cc1,8.7,-50.2,-4.6,4.9,-15.4,0.2,3.1,32.4,-4.6,-0.3,-2.6
Nn1c(SCC(=O)Nc2ccc3c(c2)OCCO3)nncc1=O,-0.3,-44.0,-5.0,4.8,-1.1,-31.0,1.0,3.7,3.6,0.7,-1.6
C/C(=N\O)C1(C)N(O)C(C)(C)C(c2ccco2)=[N+]1[O-] (stereo not given),-11.3,-3.6,-1.8,8.9,2.9,14.7,-2.2,2.3,-2.7,5.2,2.8
O=C1CCc2cccc(O)c2N1,4.7,6.4,-8.4,94.0*,0.5,5.6,0.1,3.4,-3.8,·,-0.8
CC(=O)Nc1ccc(CN(C)c2c(C)nc3ccc(C(=O)NCCc4ccccn4)cn23)cc1,·,-10.0,-5.9,17.4,5.4,5.5,-1.6,9.7,-2.9,·,-0.2
CCN1C(=O)[C@H]2[C@@H](c3ccc(-c4ccccc4)cc3)N3CCC[C@@]3(C(=O)OC)[C@H]2C1=O,-18.5,-25.0,-9.6,2.6,-31.3,-125.6,-1.1,-3.4,9.1,0.3,1.3
O=C(CSc1nc2ncc(Cl)cc2[nH]1)NC1CCS(=O)(=O)C1 (stereo not given),19.2,-0.8,-6.8,1.6,2.0,10.2,0.3,7.9,-8.3,1.2,6.8
Cc1ccc2[nH]c(=O)c(COC(=O)C3CCCCC3)cc2c1,6.6,-13.5,3.1,-4.5,-17.0,-3.5,0.0,-4.6,5.1,2.8,-4.0
CCOC(=O)C1=C(N)OC2=C(C(=O)CC(C)(C)C2)C1c1ccco1 (stereo not given),8.4,2.9,-5.1,12.6,9.0,11.9,-1.5,-0.9,4.3,0.2,4.6
CC(=O)Nc1ccc(S(=O)(=O)N2CCN(Cc3ccccn3)CC2)cc1,9.6,-14.6,-12.1,-4.9,9.6,-2.0,-1.5,-1.7,0.0,3.6,0.9
CS(=O)(=O)Nc1cccc(C2=NN(C(=O)c3cccc(F)c3)C(c3cccs3)C2)c1 (stereo not given),9.7,-12.1,-19.1,-10.9,32.2,8.0,-0.1,-2.5,-4.0,-2.4,3.0
CCOC(=O)/C(C#N)=C\c1ccc(N2CCN(C/C=C/c3ccccc3)CC2)cc1,-13.3,1.2,-8.0,-3.4,-23.3,-88.7,4.4,-12.9,-3.7,2.4,-8.5
COc1ccccc1-c1cc(NC(C)=O)c2ncc(-c3ccc(S(C)(=O)=O)cc3)n2c1,·,4.1,-9.0,7.8,9.9,0.6,4.6,14.2,-1.3,·,-2.3
O=C(COC(=O)c1ccc(F)c(S(=O)(=O)N2CCOCC2)c1)NC1CC1,-17.1,-16.9,-6.2,15.2,2.8,6.8,0.3,-7.5,3.2,2.2,-2.7
CCN1C(=O)c2ccc(C(=O)NCc3ccc4c(c3)OCO4)cc2C1=O,-11.1,-24.2,-2.2,-11.3,1.5,16.1,0.3,-4.3,-5.6,-2.8,3.6
COc1ccc(C2CC(c3ccc4ccccc4c3)=NN2C(=O)CSc2ncccn2)cc1 (stereo not given),-42.8,-37.5,-4.4,-11.3,-117.8,-156.3,0.3,-1.6,-4.2,6.6,1.2
CCOC(=O)Cn1c(-c2cccnc2Cl)nc2cc(C)c(C)cc21,-3.7,-29.1,-5.1,-10.2,7.7,16.6,3.8,7.9,-3.5,1.2,4.6
Cc1cc(C)n2nc(C(=O)OCC(=O)N(C)C3CCS(=O)(=O)C3)nc2n1 (stereo not given),-4.3,-13.0,-5.6,-4.0,1.9,-3.3,-0.3,15.7,-0.3,-0.7,-3.0
Cn1c(Br)nc2c1c(=O)n(Cc1ccccc1)c(=O)n2C,14.5,-2.9,-1.5,1.2,-9.5,13.5,0.7,7.3,0.8,-0.3,-2.1
CSc1ccc(Cl)c(C(=O)NCC(C)C)c1,9.8,-5.4,-6.5,-15.4,3.5,4.3,-0.5,3.3,7.9,3.3,-3.1

# Screening results from PubChem.
